From PubChem BioAssay
AmpC no deterg = AmpC beta-lactamase inhibition without detergent; hit rate 0.52% among 330,000; P00811; AmpC nitrocefin hydrolysis, absorbance 480 nm, 0.0001% Triton; Potency, µM (titrated, usually from 57.1 µM), inactives show top-dose activity change, negative = inhibition, hits mostly inhibitors;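 further: potency means the concentration at half of the fitted maximal effect; plate controls were no compound for no effect and no enzyme for full effect; nearly all actives have a fitted effect of over 20% in size; some results filed as inactive show a strong effect at the top dose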
Target sequence (P00811 whole entry, looked up): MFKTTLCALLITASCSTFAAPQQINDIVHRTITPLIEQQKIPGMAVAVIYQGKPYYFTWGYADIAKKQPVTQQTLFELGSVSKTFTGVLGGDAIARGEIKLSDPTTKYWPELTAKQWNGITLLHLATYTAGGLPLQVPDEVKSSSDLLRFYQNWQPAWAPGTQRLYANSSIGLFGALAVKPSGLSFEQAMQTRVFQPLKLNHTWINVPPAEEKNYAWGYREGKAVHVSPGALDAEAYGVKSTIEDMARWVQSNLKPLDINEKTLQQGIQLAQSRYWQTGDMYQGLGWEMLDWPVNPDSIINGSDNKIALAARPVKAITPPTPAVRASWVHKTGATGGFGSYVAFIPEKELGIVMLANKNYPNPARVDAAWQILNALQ
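20 mM phosphate pH 7.0 + 0.01% (detergent screen) or 0.0001% Triton X-100; 5.3 nM AmpC reagent; cpd preinc 15 min RT; nitrocefin (800 uM stock) to start; A480 q20 s × 4 min; Activity was normalised to no-enzyme and no-compound control wells.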
AmpC inh detg = AmpC beta-lactamase inhibition with detergent present; P00811; AmpC hydrolysis of nitrocefin, absorbance 480 nm, 0.01% Triton; Potency, µM (top dose mostly 114 µM), for inactives: at the highest dose activity change, negative = inhibition, most hits filed as inhibitors; hit rate 0.041% among 370,000;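 further: potency means the concentration at half of the fitted maximal effect; 0% = no-compound wells and -100% = no-enzyme wells; nearly all actives have a fitted effect of over 25% in size; some results filed as inactive show a strong effect at the top dose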
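20 mM phosphate pH 7.0 + 0.01% (detergent screen) or 0.0001% Triton X-100; 5.3 nM AmpC reagent; cpd preinc 15 min RT; nitrocefin (800 uM stock) to start; A480 q20 s × 4 min; Activity was normalised to no-enzyme and no-compound control wells.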
AMA1 RON2 block = AMA1-RON2 (P. falciparum) interaction inhibition | AlphaScreen AMA1-biotinylated RON2 peptide binding | hit rate 0.2% among 360,000 | Potency, µM (doses to about 58.2 µM), for the others: top-dose activity change, negative = inhibition, usual class: inhibitors;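 further: potency means the concentration at half of the fitted maximal effect; 0% = vehicle wells and -100% = peptide control; nearly all actives have a fitted effect of over 45% in size; some results filed as inactive show a strong effect at the top dose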
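AMA1 (3D7) with his tag at 25 nM final met compounds first, then biotinylated RON2 peptide at 25 nM; detection used donor plus acceptor beads, 10 µg/mL apiece, read by AlphaScreen after 30 min at room temperature.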
Tb PYK inh = T. brucei pyruvate kinase inhibition | Q57TT1 | hit rate 0.12% among 410,000 | TbPYK enzyme, Kinase-Glo Plus ATP luminescence, 45 min | AID 624173 | Potency, µM (doses to about 76.8 µM), without a hit: at the highest dose activity, negative = inhibition, usual class: inhibitors; further: potency means the concentration at half of the fitted maximal effect; nearly all actives have a fitted effect of over 50% in size
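Readout: single end-point luminescence (Kinase-Glo Plus, 10 min). Reaction conditions were TbPYK/substrate plus 130 uM ADP, 45 min at RT, pH 7.2 TEA buffer. No-enzyme wells served as controls, and data were normalized before concentration-response fitting.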
HCMV antiviral = blocks human cytomegalovirus replication. HFF cells, HCMV-luciferase reporter, 72 h; hits give low values. activity change, negative = inhibition, % at 57.5 µM. AID 1259415. hit rate 4.5% among 410,000; in the data active means activity change below about -60%; inconclusive means no clear call, values can overlap the other calls; inactive means above about -39%
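Luciferase read-out from HCMV-luciferase-infected HFFs (MOI 1 PFU/cell) 72 h post infection at 37C; compounds added after 16 h cell attachment; activity normalized between buffer-only basal and Salinomycin (10uM) inhibitor controls.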
Sm TGR block = S. mansoni TGR enzyme inhibition. purified TGR, DTNB reduction, TNB absorbance 405 nm. Potency, µM (highest dose often 114 µM), inactives show top-dose activity change, negative = inhibition, actives largely listed as inhibitors. hit rate 3% among 360,000; further: potency means the concentration at half of the fitted maximal effect; nearly all actives have a fitted effect of over 60% in size
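First, TGR (20 nM dispensed) and NADPH were mixed with compound. Second, a 15 min room-temperature incubation followed. Third, further NADPH and then DTNB were added to start the reaction. Finally, TNB absorbance was monitored kinetically.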
LmPK inh = blocks Leishmania mexicana pyruvate kinase activity | purified LmPK, Kinase-Glo ATP luminescence, 1 h | Potency, µM (titrated, usually from 57.5 µM), inactives show at the highest dose activity change, negative = inhibition, hits mostly inhibitors | hit rate 0.37% among 290,000; further: potency means the concentration at half of the fitted maximal effect
Target sequence (Q27686 whole entry, looked up): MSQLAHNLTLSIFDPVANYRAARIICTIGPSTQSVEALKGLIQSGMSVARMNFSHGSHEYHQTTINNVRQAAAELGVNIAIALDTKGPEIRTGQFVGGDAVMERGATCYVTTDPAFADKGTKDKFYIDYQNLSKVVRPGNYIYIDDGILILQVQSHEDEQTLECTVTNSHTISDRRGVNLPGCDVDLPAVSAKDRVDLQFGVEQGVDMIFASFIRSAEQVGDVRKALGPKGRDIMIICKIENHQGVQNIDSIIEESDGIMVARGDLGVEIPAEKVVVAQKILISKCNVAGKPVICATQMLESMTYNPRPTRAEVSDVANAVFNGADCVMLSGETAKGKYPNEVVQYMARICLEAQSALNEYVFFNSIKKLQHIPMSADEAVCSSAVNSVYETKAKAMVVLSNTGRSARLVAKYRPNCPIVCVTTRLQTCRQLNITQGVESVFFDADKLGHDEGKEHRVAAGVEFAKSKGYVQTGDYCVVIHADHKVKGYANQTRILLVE
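In 50 mM imidazole pH 7.2 with 7 mM MgCl2, LmPK (0.1 nM) turned over PEP (0.5 mM) and ADP (0.1 mM) for 1 h at room temperature. Luciferase read-out of ATP.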
Active calls of the source: *; ? = inconclusive; . = no result given; [ ] = dose if it differs, or a comment. Unless noted, the call rests on the fitted dose curve; in most records, active means well fitted curve in the direction sought with a large enough effect; inconclusive means small, poorly fitted or top-dose-only effect, or another doubt; inactive means no such curve, though single readings can be large; an effect the other way counts as inactive or inconclusive. Unless noted, on the % scale 0 is the no-effect control and ±100 the full control effect.

SMILES	AmpC no deterg	AmpC inh detg	AMA1 RON2 block	Tb PYK inh	HCMV antiviral	Sm TGR block	LmPK inh
O=S(=O)(c1ccc(NC(=S)Nc2ccc3c(c2)OCO3)cc1)N1CCOCC1	-20%	9%	2%	-15%	?	?	0%
CC(=O)c1ccc(OCC(O)CN2CCN(Cc3ccccc3)CC2)cc1 (stereo not drawn)	-4%	-9%	6%	1%	.	-1%	1%
O=C(Cc1cccc2ccccc12)N1CCN(c2ncccn2)CC1	29%	-4%	-2%	-12%	-3	0%	0%
Cc1ccccc1-c1nc2c(s1)CCc1onc(-c3cccc([N+](=O)[O-])c3)c1-2	-14%	?	1%	2%	2	-5%	.
CC1CCCCN1S(=O)(=O)c1cn(C)c(=O)n(C)c1=O (stereo not drawn)	0%	2%	-4%	2%	25	9%	14%
O=C(CSc1nnc(CNC(=O)c2ccccc2F)o1)Nc1ccc2c(c1)OCCO2	-23%	4%	?	8%	-20	-28%	0%
CC1CCc2nc3ncn(CC(=O)Nc4cccc(C#N)c4)c(=O)c3cc2C1 (stereo not drawn)	.	6%	.	2%	-5	-4%	.
O=C(CSc1nccn1Cc1ccc(F)cc1)NCc1ccc(F)cc1	.	23%	.	-5%	4	2%	.
CCCc1cc(N2CCCC(C(=O)NCC)C2)n2ncnc2n1 (stereo not drawn)	3%	-13%	0%	1%	13	0%	-2%
Cn1cnc(C(=O)NC2CCN(C(=O)OC(C)(C)C)CC2)c1C(=O)NC1CCN(C(=O)OC(C)(C)C)CC1	0%	.	0%	5%	45	.	.
Cc1cc(Nc2ccc(F)c(Cl)c2)n2nc(C)nc2n1	-6%	-14%	26%	3%	12	-6%	-4%
CCOC(=O)c1ccc(N2C(=O)c3n[nH]c(-c4ccco4)c3C2c2ccc(O)c(OCC)c2)cc1 (stereo not drawn)	.	3%	.	-1%	-105*	0%	.
CCn1c(SCc2ccc(C(=O)Nc3cc(C)cc(C)c3)cc2)nnc1-c1ccncc1	?	-1%	-14%	-7%	-62*	3%	4%
COc1ccccc1-c1oc2ccccc2c1C#CCO	0%	.	-6%	-6%	-16	.	.
CCCCC[C@@H](C)N1C[C@H](COCc2ccccc2)Oc2cc(N3CCC[C@@H]3CO)ccc2S1(=O)=O	.	.	-10%	-7%	-15	.	.

One compound at a time, as listed above.
Cc1ccccc1-c1nc2c(s1)CCc1onc(-c3cccc([N+](=O)[O-])c3)c1-2 is entered as AmpC no deterg: -14%; AmpC inh detg: ?; AMA1 RON2 block: 1%; Tb PYK inh: 2%; HCMV antiviral: 2; Sm TGR block: -5%; LmPK inh: .
COc1ccccc1-c1oc2ccccc2c1C#CCO is entered as AmpC no deterg: 0%; AmpC inh detg: .; AMA1 RON2 block: -6%; Tb PYK inh: -6%; HCMV antiviral: -16; Sm TGR block: .; LmPK inh: .

Additional records.
SMILES	AmpC no deterg	AmpC inh detg	AMA1 RON2 block	Tb PYK inh	HCMV antiviral	Sm TGR block	LmPK inh
Cc1nnc(NC(=O)c2cccc(S(=O)(=O)N3CCc4ccccc43)c2)s1	-19%	5%	11%	-1%	6	-1%	7%
CN(NC(N)=O)c1ncc(C(F)(F)F)cc1Cl	-15%	-3%	0%	3%	-2	-3%	1%
CCCOC(=O)c1ccc2c(c1)C(=O)N(c1ccccc1)C2=O	-17%	-10%	-2%	2%	-17	9%	6%
CCCn1nc2cc(C(=O)NCc3ccc(C)cc3)ccc2c1OCC	-23%	-4%	-3%	1%	-15	2%	9%
CC(C)C[C@H]1CNC(=O)C(=O)N1CC1CCN(CCC(C)c2ccccc2)CC1 (stereo partly drawn)	.	.	-8%	2%	-26	.	.
O=C(/C=C/c1ccc([N+](=O)[O-])cc1)Nc1cccc(C(=O)Nc2ccccc2C(=O)O)c1	35µM*	5%	-3%	0%	63	7%	0%
Cc1ccc(N2C(=O)NC(=O)C(CCc3ccccn3)(Cc3cccc(Cl)c3Cl)C2=O)cc1 (stereo not drawn)	-7%	-9%	0%	-6%	-34	-3%	3%
CCc1ccccc1NC(=O)CC1SCCNC1=O (stereo not drawn)	-20%	9%	-3%	1%	-1	0%	1%
CC(C)Oc1ccc(C(=O)Nc2ccc(S(=O)(=O)N3CCN(C)CC3)cc2)cc1	94%[activator]	-15%	-8%	1%	-40	?	0%
CCOC(=O)c1cccc(NC(=O)c2cc(C)nc3c2c(C)nn3-c2ccc(C)cc2)c1	.	-14%	.	2%	-2	11%	.
COCCCNC(=O)c1ccc(CS(=O)(=O)c2ccc(Br)cc2)o1	-6%	?	2%	-3%	0	3%	1%
O=C1NC(=O)/C(=C/c2ccc(OS(=O)(=O)c3ccc(F)cc3F)cc2)N1	-39%	-3%	-16%	-1%	-23	0%	6%
O=C(NCC1CCCO1)c1ccc2c3n(nc2c1)-c1ccccc1CO3 (stereo not drawn)	6%	-8%	-5%	2%	7	-6%	-29%
CC(C)CC1(C)NC(=O)N(CCN2C(=O)c3ccccc3C2=O)C1=O (stereo not drawn)	-13%	?	8%	1%	25	-5%	3%
O=S(=O)(Nc1ncccn1)c1ccc(NS(=O)(=O)c2cc(Cl)ccc2Cl)cc1	-20%	5%	8%	4%	?	3%	-3%
Cc1cccn2c(=O)c3cc(C(=O)N4CCOCC4)n(C)c3nc12	-16%	-11%	-1%	5%	-35	0%	-2%
Cc1cc(NC(=O)COC(=O)C2CCN(S(=O)(=O)c3c(Cl)cccc3Cl)CC2)no1	-14%	2%	0%	2%	-4	0%	-1%
CC1(C(=O)NS(=O)(=O)c2ccc(C#N)cc2)CCN1C(=O)c1cccc(F)c1 (stereo not drawn)	.	.	10%	5%	18	.	.
COc1cccc(CNC(=O)C2CCN(S(=O)(=O)N3CCCCC3)CC2)c1	1%	1%	-1%	2%	18	0%	-7%
CCc1cccc(C)c1NC(=O)C1CCN(C(=O)c2ccc([N+](=O)[O-])cc2)CC1	1%	-7%	-4%	4%	-13	0%	0%
C=CCN1C(=O)C2(C(C(=O)OCC)=C(N)Oc3ccccc32)C2=C1CCCC2=O (stereo not drawn)	1%	-1%	-3%	4%	-23	-24%	-11%
CCOc1ccc(NC(=O)Cn2ccn(-c3ccc(F)c(F)c3)c(=O)c2=O)cc1	.	17%	.	1%	18	-1%	.
Nc1cc(C(F)(F)F)ccc1NCCc1ccccn1	1%	?	-6%	-6%	-32	?	1%
COCCN(C(=O)c1ccccc1F)c1c(N)n(Cc2ccccc2)c(=O)[nH]c1=O	-18%	4%	15%	-1%	7	9%	0%
CCOc1ccccc1NC(=O)c1cccc(NC(=O)C(C)C)c1	-16%[2.29 µM]	?	-10%	2%	?	8%	3%
Cc1cc(C)cc(NC(=O)C(=O)NCC(c2ccc3c(c2)OCO3)N2CCOCC2)c1 (stereo not drawn)	.	0%	.	2%	-17	-1%	.
COc1ccc(OCc2cc(C(=O)NCC(C)(C)N3CCOCC3)no2)c(Cl)c1	173%[activator]	-2%	-6%	-4%	8	-6%	1%
Cc1ccc(NC(=O)CSc2cn(CC(=O)N3CCOCC3)c3ccccc23)cc1Cl	.	-6%	.	1%	-34	4%	.
Cn1c(N)c(C(=O)CSc2nnc(C3CC3)n2-c2ccccc2)c(=O)[nH]c1=O	-7%	.	-26%	-15%	9	.	.
CC1(C)Cc2c(sc3ncn(N)c(=N)c23)CO1	-33%	-6%	61%[activator]	-8%	-9	9%	1%

Shown with two lines to a compound: part of the list above.
Values run as follows: AmpC no deterg, AmpC inh detg, AMA1 RON2 block, Tb PYK inh, HCMV antiviral, Sm TGR block, LmPK inh
COc1ccc(OCc2cc(C(=O)NCC(C)(C)N3CCOCC3)no2)c(Cl)c1
    173%[activator], -2%, -6%, -4%, 8, -6%, 1%
Cc1ccc(NC(=O)CSc2cn(CC(=O)N3CCOCC3)c3ccccc23)cc1Cl
    ., -6%, ., 1%, -34, 4%, .

More compounds follow:
SMILES	AmpC no deterg	AmpC inh detg	AMA1 RON2 block	Tb PYK inh	HCMV antiviral	Sm TGR block	LmPK inh
Cc1ccc2cc(C(c3nnnn3CC3CCCO3)N3CCCC4(CCCCC4)C3)c(=O)[nH]c2c1 (stereo not drawn)	.	.	16%	1%	75	.	.
CCOC(=O)C1OC2(CCCC2)OC1C(=O)OCC (stereo not drawn)	.	.	-6%	5%	-30	.	.
COP1(=O)C=C[C@H](N(Cc2ccccc2)S(=O)(=O)c2ccccc2[N+](=O)[O-])[C@@H](C)O1 (stereo partly drawn)	109%[activator]	5%	2%	-3%	-10	?	7%
CCOC(=O)c1sc(NC(=O)CSc2nc(C)cc(C(F)(F)F)n2)c(C#N)c1C	-31%	-2%	19%	?	-6	-2%	5%
CCn1cc(C(=O)N2CC(C)CC(C)C2)c(=O)c2cc(S(=O)(=O)N(C)C)ccc21 (stereo not drawn)	29%	-2%	-16%	2%	-11	-4%	-3%
CCOc1ccc(-c2nonc2NC(=O)c2oc3ccc(Br)cc3c2C)cc1	.	20%	.	-6%	-96*	7%	.
CCC1Oc2ccc(C)cc2N(CC(=O)NCCc2ccccc2)C1=O (stereo not drawn)	.	-1%	.	2%	-35	5%	.
Nc1nc(-c2ccc3c(c2)CCO3)cs1	-31%	4%	-6%	0%	40	-1%	-13%
COc1ccccc1-n1cc(-c2ccc([N+](=O)[O-])cc2)[nH]c1=S	-25%	4%	47%[activator]	?	2	-1%	-3%
